TCR CD3 inh: inhibitors of human TCR-CD3 interaction. inhibition, % at 9.4 µM. 360,000 tested, 0.37% active. TAMRA-labeled TCR probe fluorescence, biochemical; in the data active means inhibition above about 19%;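 further: recombinant mutant TCR 2C K166C tagged with TAMRA read by polarization; 0% = receptor in buffer alone and 100% = receptor with positive control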
PG9 Ab binder: PG9 antibody binding by small molecule; TR-FRET gp120-PG9 antibody binding; inhibition, % at 6.7 µM; 360,000 tested, 0.43% active; AID 624416; in the data active means inhibition above about 8.5%
Rev-erbA mod: modulates human Rev-erb alpha binding to DNA. P20393. 370,000 tested, 0.79% active. activity, % at 10 µM. Rev-erbα–FITC-DNA binding, fluorescence polarization, 90 min. AID 1259318;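 active means activity above about 14%, limit read from the data; passing the limit was not always enough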;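 further: 0% = DMSO wells with 35 nM protein and 100% = DMSO wells with 750 nM protein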
Target sequence (P20393 whole entry, looked up): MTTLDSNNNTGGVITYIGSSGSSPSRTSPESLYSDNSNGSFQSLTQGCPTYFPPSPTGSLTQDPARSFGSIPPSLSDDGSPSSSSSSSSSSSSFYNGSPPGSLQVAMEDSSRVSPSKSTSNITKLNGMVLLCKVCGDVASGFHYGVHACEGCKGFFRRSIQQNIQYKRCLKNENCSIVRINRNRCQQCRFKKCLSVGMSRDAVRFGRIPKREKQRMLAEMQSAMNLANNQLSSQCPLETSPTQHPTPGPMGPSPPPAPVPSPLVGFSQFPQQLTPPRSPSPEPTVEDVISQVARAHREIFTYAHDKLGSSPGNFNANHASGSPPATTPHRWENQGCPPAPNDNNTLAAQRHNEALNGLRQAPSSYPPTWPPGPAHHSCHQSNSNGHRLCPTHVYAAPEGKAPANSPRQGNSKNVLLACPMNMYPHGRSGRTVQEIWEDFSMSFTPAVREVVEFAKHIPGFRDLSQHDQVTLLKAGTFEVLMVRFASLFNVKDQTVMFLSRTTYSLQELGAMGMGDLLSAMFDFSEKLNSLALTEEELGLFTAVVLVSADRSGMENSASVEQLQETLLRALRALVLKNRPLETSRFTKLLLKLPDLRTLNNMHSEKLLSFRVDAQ
LEDGF integ inh: blocks HIV-1 LEDGF/p75-dependent DNA integration; inhibition, % at 3.7 µM; 370,000 tested, 0.64% active; TR-FRET IN-LEDGF/p75 DNA integration, Eu/Cy5;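 active means inhibition above the screen-wide mean plus 3 SD, cut at about 13% in these data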;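 further: signal is the Cy5 over europium emission ratio at 671 and 618 nm; 0% = plate median of compound wells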
ABHD4 inh: inhibits mouse alpha/beta hydrolase domain 4. 370,000 tested, 0.54% active. purified mABHD4, FP-Rh probe fluorescence polarization. inhibition, % at 8.92 µM;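 active means inhibition exceeding the mean over every tested compound plus 3 SD, cut at about 30% in these data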;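 further: 0% = plate median of compound wells and 100% = S159A mutant with DMSO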
Target sequence (Q8VD66 whole entry, looked up, the tested form may be a part): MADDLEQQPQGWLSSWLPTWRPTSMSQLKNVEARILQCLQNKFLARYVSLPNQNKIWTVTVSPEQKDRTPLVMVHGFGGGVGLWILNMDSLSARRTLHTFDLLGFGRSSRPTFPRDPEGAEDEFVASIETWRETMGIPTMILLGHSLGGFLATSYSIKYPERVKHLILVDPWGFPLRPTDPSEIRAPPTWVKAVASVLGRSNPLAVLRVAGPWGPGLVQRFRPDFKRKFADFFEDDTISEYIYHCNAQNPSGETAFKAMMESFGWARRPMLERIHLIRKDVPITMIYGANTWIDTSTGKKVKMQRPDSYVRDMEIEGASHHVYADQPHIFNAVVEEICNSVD
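Assay system: mABHD4 protein; medium: HEPES pH 7.0, NaCl, Pluronic buffer; dosing: 8.92 µM, single dose; schedule: 45 min + 60 min at 25 °C; signal: FP readout, ex 525 nm / em 598 nm; read-out: normalized percent inhibition of probe labeling; repeats: single replicate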
TDP2 absorb: TDP2 (human) inhibition, absorbance primary screen; O95551; recombinant TDP2, T5PNP hydrolysis, p-nitrophenol absorbance 415 nm; inhibition, % at 12.8 µM; 370,000 tested, 0.34% active;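 active means inhibition above the mean of all tested compounds plus 3 SD, set per campaign, cut at about 25% in these data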;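 further: 0% = DMSO with enzyme and 100% = buffer with substrate but no TDP2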
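Material: recombinant human TDP2; quantity: TDP2 enzyme at 120 nM final; medium: Tris-HCl pH 7.5 with MgCl2; compound: single concentration, 12.8 µM nominal, with 1% DMSO; incubation: 2 h enzyme incubation at 37 °C; signal: epi absorbance; measure: percent inhibition; benchmarks: high control without enzyme, low control DMSO plus TDP2; repeats: singlicate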
SIAE primary: human SIAE inhibition, primary screen | SIAE FP-Rh probe binding, fluorescence polarization | inhibition, % at 9.66 µM | Q9HAT2 | AID 1053197 | 370,000 tested, 0.69% active;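 active means inhibition above a cutoff: mean of compounds within the control limits plus 3 SD of those, cut at about 17% in these data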;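 further: 0% = plate median of compound wells and 100% = probe without SIAE protein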
rCAG binder: molecules binding r(CAG) RNA repeats; r(CAG) RNA repeat, TO-PRO-1 dye displacement fluorescence; inhibition, % at 3 µM; 370,000 tested, 1.3% active;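 active means inhibition above the plate cutoff, the mean of all test compounds on that plate plus 3 SD, cut at about 35% in these data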;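 further: 0% = DMSO alone and 100% = 100 µM mitoxantrone as full dye displacement; higher means more dye released from RNA so lower well fluorescence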
HTRA1 inh: blocks human HTRA1 serine peptidase | Q92743 | recombinant HTRA1, FP-rhodamine activity-based probe, fluorescence polarization | inhibition, % at 5.96 µM | 340,000 tested, 0.5% active; in the data active means inhibition above about 36%;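 further: 0% = enzyme with DMSO and 100% = wells lacking enzyme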
PRMT1 FP inh: PRMT1 (human) inhibition, primary screen; inhibition, % at 2.79 µM; recombinant PRMT1, activity-based probe fluorescence polarization; 370,000 tested, 1.3% active; Q99873;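 active means inhibition above about 21% made by adding two undisclosed values, limit read from the data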
* = called active by the depositor; · = no result given; & = joins results of further samples. Not all compounds are listed; the hit share may differ from the screen's.

SMILES	TCR CD3 inh	PG9 Ab binder	Rev-erbA mod	LEDGF integ inh	ABHD4 inh	TDP2 absorb	SIAE primary	rCAG binder	HTRA1 inh	PRMT1 FP inh
CC(C)(C)CC(=O)NC(=S)N1CCCCCC1	-3	1.8	1	4	-4	-2	6	-2	-1	2
Cc1sc2ncnc(Sc3ccccc3C(=O)O)c2c1C	-5	31*	-1	2	-1	-8	0	7	4	1
CCCn1c(SCC(=O)Nc2ccccc2N2CCCCC2)nc2c1c(=O)n(C)c(=O)n2C	2	-0.1	-3	0	1	-6	-4	1	-10	-3
COc1cccc(C2Nc3cccc4cccc(c34)N2)c1	7	-2.8	-2	3	9	12	6	8	12	2
Cc1c(NC(=O)c2ccc(F)c(S(=O)(=O)N3CCOCC3)c2)c(=O)n(-c2ccccc2)n1C	3	-0.6	-4	-2	-4	-2	3	3	9	1
Cc1cc(C)n2nc(C(=O)N/N=C/c3ccc(Cl)cc3)nc2n1	-1	-0.2	6	0	0	7	0	-1	1	0
Cc1nc2ccccc2n1CCC(=O)O	-2	0.5	0	0	6	-2	-5	-3	0	0
Cc1cccc(N=C2NN=C(c3c[nH]c4ccccc34)CS2)c1	9	-2.1	-1	-4	16	6	1	14	12	1
COc1ccc(C(=O)N2CCc3cc(OC)c(OC)cc3C2c2cccc([N+](=O)[O-])c2)cc1OC (stereo not given)	7	-0.3	1	-1	2	-7	-3	-2	-14	-4
COc1ccccc1NS(=O)(=O)c1cccc2nsnc12	4	-0.3	2	1	2	-8	2	2	2	2

Of the compounds above, these contain four or more nitrogen atoms:
SMILES	TCR CD3 inh	PG9 Ab binder	Rev-erbA mod	LEDGF integ inh	ABHD4 inh	TDP2 absorb	SIAE primary	rCAG binder	HTRA1 inh	PRMT1 FP inh
CCCn1c(SCC(=O)Nc2ccccc2N2CCCCC2)nc2c1c(=O)n(C)c(=O)n2C	2	-0.1	-3	0	1	-6	-4	1	-10	-3
Cc1c(NC(=O)c2ccc(F)c(S(=O)(=O)N3CCOCC3)c2)c(=O)n(-c2ccccc2)n1C	3	-0.6	-4	-2	-4	-2	3	3	9	1
Cc1cc(C)n2nc(C(=O)N/N=C/c3ccc(Cl)cc3)nc2n1	-1	-0.2	6	0	0	7	0	-1	1	0
Cc1cccc(N=C2NN=C(c3c[nH]c4ccccc34)CS2)c1	9	-2.1	-1	-4	16	6	1	14	12	1

(listing goes on)
SMILES	TCR CD3 inh	PG9 Ab binder	Rev-erbA mod	LEDGF integ inh	ABHD4 inh	TDP2 absorb	SIAE primary	rCAG binder	HTRA1 inh	PRMT1 FP inh
COC(=O)c1cccc(C23CC4(C2)[C@H](CN(Cc2cccnc2)[C@@H]4c2ccccc2)C3c2ccccc2)c1 (stereo not given in full)	4	-1.8	1	-1	-4	1	1	2	-45	-3
Cn1c(=O)c2c(O)cc(=O)[nH]c2n(-c2ccccc2)c1=O	2	-1.2	-5	0	-20	-12	3	3	-1	0
CC(C)Oc1ccccc1C(=O)NC(CO)C(=O)O (stereo not given)	3	-2.3	-2	-1	1	-2	0	1	3	-3
Cc1ccccc1-n1nnnc1SCC(=O)NCC1CCCO1 (stereo not given)	6	0.0	1	0	-2	-4	-32	-4	5	-6
C=CCOc1c(Br)cc(CNc2ccc(NC(=O)C(C)C)cc2)cc1OCC	-2	-4.9	-1	9	-23	-4	1	3	-11	-2
N#Cc1nc(-c2ccccc2Cl)oc1N1CCN(C(=O)c2ccco2)CC1	-3	1.9	25*	2	-3	-16	-8	3	0	-3
O=C(Cc1cccs1)Nc1ccc(-c2nc3ccccc3[nH]2)cc1	0	0.9	-4	0	-5	6	-6	3	-24	0
CCCn1c(SCC(=O)Nc2cc(Cl)ccc2OC)nc(O)cc1=O	-2	0.0	0	3	-2	6	-13	34	-38	8
CCn1cc(C(=O)N(CCC(C)C)c2c(N)n(Cc3ccccc3)c(=O)[nH]c2=O)c(=O)c2ccc(C)nc21	5	2.3	-6	-2	3	10	2	-7	-1	3
COc1ccc(C#CCN(Cc2ccc(OC)cc2OC)C(N)=NC(=O)CCc2ccccc2)cc1	·	·	3	5	-11	-5	-3	7	·	1
CCc1ccc(NC(=O)c2cc(CC(C)C)on2)cc1	-6	-0.3	-1	1	7	-1	-3	-1	-4	6
Cc1cc(C(=O)Nc2ccncc2)ccc1[N+](=O)[O-]	2	0.3	4	0	2	-5	-4	0	4	0
CCOC(=O)N1CCN(C(=O)Nc2cccc(Cl)c2)CC1	1	0.1	0	-4	-5	-1	4	-1	1	-4
CC1CCCN(CC(O)CN)C1 (stereo not given)	0	-0.9	4	-2	4	2	11	-1	2	-1
C=CCn1c(CNS(=O)(=O)c2ccc(Br)cc2)n[nH]c1=S	3	-1.1	-6	0	0	3	11	-1	1	2
COc1ccc(S(=O)(=O)N2CCN(C(=O)c3cc(-c4ccccc4OC)n[nH]3)CC2)cc1	1	-1.2	-3	-3	-2	-1	-5	1	-16	-1
Cn1c(=O)oc2cc(S(=O)(=O)N3CCCC(C(=O)NCc4cccs4)C3)ccc21 (stereo not given)	-11	-1.8	-5	1	-2	9	11	5	8	3
COc1ccc(NC(=S)NC(NC(=O)c2cccc(C)c2)C(Cl)(Cl)Cl)c([N+](=O)[O-])c1 (stereo not given)	8	-0.7	5	-2	-10	-4	-10	23	-23	-1
COc1ccccc1NC(=O)NNC(=O)c1ccc(-c2ccccc2)cc1	-1	-2.6	-1	0	-12	-5	0	4	-17	-1
O=C(CSc1nc2ccsc2c(=O)n1CC1CCC(C(=O)O)CC1)NCCc1ccc(Cl)cc1 (stereo not given)	-4	0.8	-4	-3	4	-11	1	5	-3	3
CC(CN1CCOCC1)c1ccccc1 (stereo not given)	6	-3.1	-2	-1	8	14	-2	-1	0	0
CC(=O)Oc1ccccc1Cn1c(C)c(C(=O)NCCC#N)sc1=O	8	-1.5	-4	-5	3	4	3	0	·	-3
C=C(C)[C@@H]1CC[C@]2(C(=O)O)CC[C@]3(C)[C@H](CC[C@@H]4[C@@]5(C)CC[C@H](O)C(C)(C)[C@@H]5CC[C@]43C)[C@@H]12	-1	-0.4	9	-6	-2	-8	-5	3	0	0
C=CCN1C(=O)CSC1=Nc1ccc(C(=O)O)cc1	-5	0.1	4	-3	-6	-7	3	0	-1	3
CC(C)(C)Nc1ncnc2c1cnn2-c1ccccc1	-12	1.0	-1	6	-8	4	-1	-1	-5	2
N#CC1=C(N)OC(c2ccccc2)=C(C#N)C1c1ccc2c(c1)OCO2 (stereo not given)	-3	0.5	-4	-3	-14	2	-5	5	-15	7
CC1=NN(c2ccccc2)C(=O)/C1=C\c1ccc(Br)s1	-3	-2.6	-3	5	9	52*	6	11	6	2
C#CCOCCOCCOCCNc1nc(N2CCN(C(=O)[C@H](CCCCN)n3cc([C@@H](N)[C@H](C)CC)nn3)CC2)nc(N2CCN(C(=O)[C@H](CCCCN)n3cc([C@@H](N)CC(N)=O)nn3)CC2)n1	-1	-0.7	-3	0	6	1	3	8	0	-1
O=C(CCc1nnc2ccc(NCc3ccccc3Cl)nn12)NC1CCCCC1	-2	-1.0	1	1	2	6	-2	3	12	-5
NC(=O)CSc1nnc(-c2ccoc2)o1	-1	1.3	0	-3	-1	-8	-5	3	5	2
O=C(NCc1ccccc1)C(c1cccnc1)N(C(=O)c1csnn1)c1ccc(F)cc1 (stereo not given)	5	-2.3	3	3	4	-4	-4	-1	-2	-2
Cc1ccc(C)c(OCc2n[nH]c(=S)o2)c1	-1	0.6	4	-3	1	-3	-3	1	2	7
COC(=O)c1cccc(Oc2cccc(C(F)(F)F)c2)n1	4	-1.0	4	1	0	-13	0	1	-7	-4
CCCC1NC(=O)c2cc3ccccc3cc2-n2c1nc1ccc(C)cc1c2=O (stereo not given)	-11	-1.6	5	6	-19	-14	-6	5	-17	0
COc1ccc(NC(=O)CSc2ncnc3c2sc2ccccc23)c(OC)c1	7	-0.6	-11	0	-1	-9	0	-1	-6	-5
CCOC(=O)C1(Cc2ccccc2C)CCCN(S(=O)(=O)c2cccnc2)C1 (stereo not given)	6	0.0	3	1	-4	-3	-3	-8	-4	-1
COC(=O)C1(C)CN(S(=O)(=O)c2ccc(C)cc2)c2cc(OC)ccc2C1=O (stereo not given)	-5	8.6*	-3	-2	-25	-3	0	4	-10	1
Cc1cc(C(C)(C)C)c(O)c(C(C)(C)C)c1	-8	-1.2	-11&11	2	-8	-5	3	-1	4	4
OC(COCc1cccs1)CN1CCN(c2cccc(Cl)c2)CC1 (stereo not given)	-3	-0.3	0	1	9	-3	3	-7	2	-2
Nc1nnc(SCC(=O)OCc2ccccc2)s1	-4	0.6	6	-2	9	14	-1	0	-2	3
O=C(Nc1ccc2c(c1)OCO2)N1CCN(c2ccc(F)cc2)CC1	3	-0.6	-3	-2	3	-1	7	-4	1	2
O=S(=O)(NCC1CCCO1)c1ccc(Cl)c(C(F)(F)F)c1 (stereo not given)	-1	0.5	-2	2	1	6	0	-2	1	4
COc1ccc(N(C)S(=O)(=O)c2cccc(C(=O)NCC3CCCCC3)c2)cc1	5	-1.3	-4	-3	-5	-10	-8	-5	-6	2
CC1(c2ccccc2)NC(=O)N(CC(=O)NNC(=O)c2ccccc2)C1=O (stereo not given)	4	-1.3	2	-1	-3	-2	11	0	7	-2
COc1ccc(Cc2nnc(NC(=O)Nc3ccccc3F)s2)cc1OC	4	-1.4	6	0	-1	9	-15	4	-16	-2
CC(C)=CC(=O)N1CCCC(N2CCN(c3ccccc3C)CC2)C1 (stereo not given)	-1	-0.9	-1	0	2	-13	3	-12	1	-1
Nc1ccc(C(=O)N/N=C\C=C\c2cccc([N+](=O)[O-])c2)cc1	-1	-1.7	2	1	-9	-6	-11	7	-2	3
COc1ccc(S(=O)(=O)N2CCN(C(=O)NC3CCCCC3)CC2)cc1	2	-1.5	-3	0	-3	-5	3	0	5	-1
CC(C)C[C@H]1CN=C(Nc2ccccc2)N1CC1CCC1	0	-2.4	0	-2	0	7	0	1	-2	1
COc1ccc(CNC2=CC(=O)CC(C)(C)C2)cc1	-2	2.1	-3	3	-12	2	-2	-1	-2	5

Further structures.
SMILES	TCR CD3 inh	PG9 Ab binder	Rev-erbA mod	LEDGF integ inh	ABHD4 inh	TDP2 absorb	SIAE primary	rCAG binder	HTRA1 inh	PRMT1 FP inh
COC(=O)[C@]12C[C@H](CC(=O)N3CCCC3)C(=O)N(CCC3=CCCCC3)C1=C[C@H](C(C)C)O[C@@H]2C1CC1	·	·	-5	-4	6	-1	-4	7	·	-1
CC(=O)NC1=NN(C(C)=O)C2(S1)C(=O)N(CC(C)C)c1ccc(C)cc12 (stereo not given)	0	0.1	3	-5	6	8	-7	-5	1	0
COc1ccc(C(C(=O)NCC2CCCO2)N(C(=O)Cn2nnc3ccccc32)c2ccc(NC(C)=O)cc2)cc1 (stereo not given)	-2	-0.5	8	0	4	0	-3	2	4	2
COc1cc(F)ccc1-c1cc(C(=O)Nc2ccc(NC(C)=O)cc2)[nH]n1	-3	-1.3	-6	-2	-1	0	4	3	·	-2
Nc1ccc(-c2nc3ccccc3o2)cc1	-9	-2.7	-1	4	1	-9	-2	3	-5	-1
CCC1Oc2ccccc2N(CC(=O)NCCCN2CCCC2)C1=O (stereo not given)	1	0.5	-5	-2	4	-6	-1	3	2	1

Assay outcomes from PubChem.
